ABHD5-PLIN5 inh: ABHD5-PLIN5 interaction inhibitors, primary screen, cell lysate, split luciferase complementation, luminescence; inhibition, % at 4 µM; AID 602281, 2012; Split G. princeps luciferase complementation, 4 h; actives 0.78% (n = 360,000);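 active = inhibition above the mean inhibition across every tested compound plus 3 SD, cut at about 22% in these data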;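 note: 0% = DMSO only wells and the 100% control is not disclosed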
Target sequence (Q00G26 whole entry, looked up): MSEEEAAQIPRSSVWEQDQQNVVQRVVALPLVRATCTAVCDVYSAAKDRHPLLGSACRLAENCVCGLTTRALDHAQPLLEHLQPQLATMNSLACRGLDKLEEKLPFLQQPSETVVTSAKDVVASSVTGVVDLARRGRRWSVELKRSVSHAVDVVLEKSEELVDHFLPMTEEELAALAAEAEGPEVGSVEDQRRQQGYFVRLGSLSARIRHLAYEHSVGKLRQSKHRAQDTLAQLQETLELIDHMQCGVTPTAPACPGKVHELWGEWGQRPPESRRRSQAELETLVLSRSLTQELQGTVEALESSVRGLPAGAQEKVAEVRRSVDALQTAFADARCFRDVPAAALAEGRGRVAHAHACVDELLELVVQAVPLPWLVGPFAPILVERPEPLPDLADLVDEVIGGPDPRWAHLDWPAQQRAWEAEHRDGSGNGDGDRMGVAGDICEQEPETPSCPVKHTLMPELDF
Target sequence (Q8WTS1 whole entry, looked up): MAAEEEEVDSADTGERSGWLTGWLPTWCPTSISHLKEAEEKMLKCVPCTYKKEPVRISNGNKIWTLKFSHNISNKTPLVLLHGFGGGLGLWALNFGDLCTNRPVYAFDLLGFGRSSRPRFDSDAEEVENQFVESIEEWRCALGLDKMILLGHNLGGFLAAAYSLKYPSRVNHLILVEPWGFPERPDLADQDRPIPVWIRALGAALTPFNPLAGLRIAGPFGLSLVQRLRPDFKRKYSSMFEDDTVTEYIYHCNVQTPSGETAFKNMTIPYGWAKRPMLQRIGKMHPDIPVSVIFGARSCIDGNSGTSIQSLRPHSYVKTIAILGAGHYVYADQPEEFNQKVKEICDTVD
aDG glyco act: activators of alpha-DG glycosylation, primary screen, uHTS, Pro5-aDG cells, AlphaScreen; alpha-DG glycosylation AlphaScreen (IIH6); 0% Pro5, 100% B10-LARGE cell signal; activation, % at 10 µM; actives 0.22% (n = 360,000);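 active = activation of at least 8% versus controls, or a plate z-score of at least 8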;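 note: Pro5 are CHO cells carrying HIG-tagged alpha-DG that lacks glycosylation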
MC4R barr agon: MC4R agonists recruiting beta-arrestin, primary screen, cell-based, luminescence, agonist arm of biased-ligand search. U2OS MC4R beta-arrestin complementation; percent of melanotan II response, DMSO zero. AID 540308, 2011. activation, % at 8.9 µM. actives 0.98% (n = 360,000);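 active = activation above a per-plate cutoff, the mean activation of sample wells on that plate plus 3 SD, cut at about 8% in these data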
Vif imaging: HIV Vif self-association inhibitors, primary screen, imaging, HEK293T, single point; HEK293T cells, Vif self-association by quenched fluorescence, 24 h; inhibition, % at 7.49 µM; actives 0.35% (n = 340,000); AID 602346, 2012; in the data active = inhibition above about 50%, passing the limit was not always enough; inconclusive = no clear call, values can overlap the other calls; inactive = below about 31%; note: some results filed as inactive read as strong as hits
Exocytosis inh: LAMP-1 surface exposure blockers, TALL-104 cells – cell-based, flow cytometry, MLPCN library, primary screen; actives 0.66% (n = 360,000); inhibition, % at 10 µM; TALL-104 LAMP-1 surface exposure; cells stimulated with thapsigargin and PMA; AID 651702, 2012;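 active = inhibition above about 55%, limit read from the data; inconclusive = no clear call, values can overlap the other calls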
NOD2 RIPK2 PPI: NOD2-RIPK2 binding disruptors in cells, primary screen, fluorescence, CHO cells, BLA complementation; Receptor-interacting serine/threonine-protein kinase 2 (Homo sapiens), O43353; CCF4 ratio; inhibition, % at 4.98 µM; actives 0.38% (n = 360,000); in the data active = inhibition above about 21%;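 note: 0% = vehicle only and 100% = reference blocker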
MC4R antagonist: MC4R antagonists of cAMP signaling, primary screen, cell-based, TR-FRET, antagonist arm of biased-ligand search; Melanocortin receptor 4 (Homo sapiens), P32245; MC4R-expressing cells, MTII-stimulated cAMP, LANCE TR-FRET; inhibition, % at 6.5 µM; actives 0.48% (n = 360,000);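 active = inhibition above its plate's cutoff, the mean of tested wells on that plate plus 3 SD, cut at about 29% in these data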;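 note: 0% = Melanotan II alone and 100% = Melanotan II plus saturating MCL0020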
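System: U2OS-MC4R stable cell line; Technique: Eu-cAMP/anti-cAMP TR-FRET, emission 671 nm; Repeats: single well per compound; Also added: Melanotan II; Dosing: one concentration, 6.5 µM nominal; Schedule: 30-min compound, 1-h challenge, 1-h detection, room temperature.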
TLR9-MyD88 inh: inhibitors of TLR9-MyD88 association in cells, primary screen, cell-based, CHO, BLA complementation, fluorescence; actives 0.21% (n = 340,000); CCF4 FRET ratio; Toll-like receptor 9 (Homo sapiens) + Myeloid differentiation primary response protein …; inhibition, % at 4.98 µM;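 active = inhibition above the mean over all tested compounds plus 3 SD, cut at about 21% in these data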;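 note: 0% = DMSO only wells and 100% = clavulanate BLA inhibitor control wells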
ABCB6 inh MLPCN: ABCB6 transporter inhibitors, primary screen, K562-ABCB6 cells, flow cytometry, MLPCN library. K562-ABCB6 porphyrin accumulation, 1 h; stronger effect = lower value. actives 0.19% (n = 360,000). fluorescence ratio to DMSO, % at 10 µM;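 active = fluorescence ratio to DMSO below 75%, the collection mean minus 3 SD; inconclusive = too few cells collected in the well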;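 note: signal is porphyrin accumulated inside mitochondria; 100% equals median channel fluorescence of DMSO control wells; lower ratio means ABCB6 inhibition with less porphyrin fluorescence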
N-glyco inh: increase of ERlucT glycosylation luciferase signal, primary screen, N-linked glycosylation inhibitor project, D54 ERlucT cells, luminescence, set 2; reporter increase, % at 12.5 µM; D54 ERlucT glycosylation luciferase reporter, 24 h; percent of 100 nM tunicamycin response; actives 0.23% (n = 360,000); AID 588692, 2011;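 active = mean luciferase reporter signal, scaled so untreated is 0 and the glycosylation-blocking control 100, at or above a set limit in every replicate; inconclusive = mean reaches the limit but not every replicate does; inactive = mean below the limit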;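 note: luciferase carries N-glycosylation sites so blocking glycosylation raises the light; 0% = median of neutral control wells and 100% = median of 100 nM tunicamycin wells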
* = called active by the depositor; ? = inconclusive; · = not tested or not shown. Only part of the results is shown (hit frequency here may not be typical).

SMILES	ABHD5-PLIN5 inh	aDG glyco act	MC4R barr agon	Vif imaging	Exocytosis inh	NOD2 RIPK2 PPI	MC4R antagonist	TLR9-MyD88 inh	ABCB6 inh MLPCN	N-glyco inh
CCn1cc(C(=O)Nc2ccc(F)c(F)c2)cn1	10	0.1	0.1	-25	-4	-1	-7	-2	99	1
Cc1cccc(-c2c3c(=O)n(C)c(=O)n(C)c3cn2CCO)c1	-10	0.8	-1.6	11	-4	3	-2	2	100	2
Cc1[nH]c(=O)[nH]c(=O)c1S(=O)(=O)N1CCCC(C(=O)N2CCN(c3ccccc3Cl)CC2)C1 (configuration not stated)	-3	0.4	0.0	0	0	-8	-5	-5	101	1
CCn1cc(Cl)c(C(=O)N2N=C3/C(=C/c4cccs4)CCCC3C2c2cccs2)n1 (configuration not stated)	-1	0.4	-3.4	-3	1	-8	16	-3	81	-1
Cc1ccc(CN2CC(C(=O)N3CCN(S(=O)(=O)c4c(F)cccc4F)CC3)CC2=O)cc1 (configuration not stated)	5	0.1	2.5	?	4	-15	24	-2	94	1
Cc1nc2ncnn2c(C)c1Cc1ccccc1Cl	8	0.1	-0.4	1	13	-8	4	3	104	0
CCn1c(SCc2cccc(C(F)(F)F)c2)nnc1-c1ccco1	-5	0.8	0.7	-21	-2	-7	9	1	96	1
OCC1(CCc2ccccc2)CCN(Cc2ccccc2Cl)CC1	2	-0.1	-2.5	0	0	-3	6	-4	96	0
CC(C)NS(=O)(=O)c1ccc(CCC(=O)O)cc1	-4	0.4	1.6	8	-2	-9	0	7	99	1
CNCC(O)CN1CCN(c2ccccc2OC)CC1 (configuration not stated)	1	-0.1	0.1	4	1	-10	-7	7	98	4
O=C(C1CCCCC1)N1C[C@@H](O)[C@H](n2cc(C3CC3)nn2)C[C@@H]1c1ccccc1	4	0.0	1.5	-2	-3	-5	-1	-1	91	1
O=C(c1ccc(Cl)cc1)c1cc([N+](=O)[O-])ccc1N1CCOCC1	0	-0.5	-3.2	37	19	13	-14	8	105	19
Cc1nc(Cc2nnc(SC(C)C(=O)N3c4ccccc4NC(=O)C3(C)C)o2)cs1 (configuration not stated)	-4	-0.1	-3.2	0	2	-5	5	-3	88	0
O=C1OCC(c2ccc(Cl)s2)=C1c1ccccc1[N+](=O)[O-]	-1	0.0	-0.6	-3	-32	3	6	4	96	-1
CN(Cc1ccncn1)C(=O)CC1C(=O)NCCN1Cc1cccc(Oc2ccccc2)c1 (configuration not stated)	2	-0.2	-1.7	9	-2	-6	1	0	102	-1
CC(=O)Nc1ccc(NC2=C/C(=N/S(=O)(=O)c3cccs3)c3ccccc3C2=O)cc1	-8	-0.2	-2.1	2	49	6	-6	·	126	-17
C=CCNC(=S)NC(=O)c1ccc(C)c(Br)c1	-8	0.4	2.7	-7	-2	-10	-5	-4	105	-3
CCN(CC(=O)Nc1c(F)cccc1F)C(=O)Cc1csc(-c2ccc(OC)c(OC)c2)n1	3	0.1	1.2	2	1	6	-3	0	102	-4
CCc1cc(=O)oc2cc(C)cc(OC(C)C(=O)NC3CCN(Cc4ccccc4)CC3)c12 (configuration not stated)	1	-0.2	-1.5	-7	-2	10	18	-2	100	-2
Cc1cc(C)cc(Oc2ccc(N)cc2)c1	-6	-0.1	0.7	5	-2	-11	0	-6	103	-1
CCOC(=O)c1c(NC(=O)CN2C(=O)NC3(CCC(C)CC3)C2=O)sc(C)c1CC (configuration not stated)	-4	0.1	-0.1	-3	11	-19	4	-6	97	3
O=C(Nc1ccc(Cl)c(Cl)c1)C1C2C=CC3(O2)C1C(=O)N(CCN1CCCCC1)C3C(=O)NC1CCCCC1 (configuration not stated)	2	0.1	-0.6	2	33	-8	4	3	99	1
Cc1ccc(C(=O)Nc2ccccc2C(=O)NCC2CCCO2)cc1 (configuration not stated)	-2	0.2	-2.0	-1	1	-9	5	-13	101	2
COCCNC(=O)C1(C)CCCN(Cc2ccc(Cl)c(Cl)c2)C1 (configuration not stated)	-1	0.1	0.1	·	-3	6	-3	·	103	0
CCN1CCN(c2ccc(S(=O)(=O)N3CCCCC3)cc2NC(=O)c2ccc([N+](=O)[O-])o2)CC1	-7	5.5	-0.7	15	-2	3	9	14	107	-14
COCCCn1c(SCC(=O)Nc2ccc(NC(C)=O)cc2)nc2sc3c(c2c1=O)CCC3	4	-0.1	-1.2	9	-5	8	7	-5	97	1
S=C(NCCCN1CCOCC1)Nc1ccc(Cl)cc1	-1	0.1	-1.1	-12	15	0	0	-5	95	2
O=C(O)c1cn[nH]c1-c1cccc([N+](=O)[O-])c1	-1	-0.2	-3.5	2	-1	-12	5	0	94	-3
O=C(c1cccs1)N1CCN(C(=O)c2ccco2)c2ccccc2C1	4	0.2	-2.4	1	-3	-10	4	-8	93	0
CC(C)(CO)Nc1nc(N2CCCC2)nc(N2CCCC2)n1	0	-0.1	0.2	-1	1	2	4	0	87	1
Cc1ccc(C(=O)COC(=O)CCS(=O)(=O)c2ccccc2)cc1[N+](=O)[O-]	1	0.0	-0.2	-3	-2	14	3	2	93	-1
COc1ccc2c(c1OC)C(=O)OC2CC(=O)O (configuration not stated)	1	-0.1	-1.9	·	4	-7	-1	3	95	0
COc1cc(/C=N\NC(=O)C2C(=O)NCC2c2ccccc2)cc(OC)c1O (configuration not stated)	-6	0.3	-1.5	5	4	-4	-1	-8	96	1
COc1ccccc1[C@@H]1C(c2cccc(C)c2)=NN(c2ccc(Br)cc2)[C@H]1C(=O)N1CCOC1=O	-4	4.9*	-1.8	-2	0	9	0	-6	96	1
Cc1ccc(CSCCNC(=O)c2cccc([N+](=O)[O-])c2)cc1	1	0.2	-1.5	-3	1	8	0	-15	96	-1
Cc1ccc2c(c1)C1CN(C)CCC1N2C(=O)COc1ccccc1F (configuration not stated)	-3	-0.1	-2.3	3	?	-13	20	-17	104	-1
Cc1c(C(c2ccc(C(=O)O)cc2)c2c(C)n(C)n(-c3ccccc3)c2=O)c(=O)n(-c2ccccc2)n1C	2	0.1	1.1	-9	-4	-4	12	-9	93	0
CSc1c(CC(=O)NCCO)n(C)c2ccccc12	7	0.3	-1.0	2	-3	-1	13	-9	104	0
Cc1[nH]n(-c2ccccc2)c(=O)c1N=Nc1ccccc1C(=O)N1CCOCC1	-3	0.0	-0.7	5	4	-6	-9	-1	102	2
CCCOc1ccc(C(=O)Nc2cc(S(=O)(=O)N3CCOCC3)ccc2N2CCN(CC)CC2)cc1OC	7	0.2	-2.1	17	2	-2	-4	2	92	-3
COc1ccc2c(CCNC(=O)c3ccco3)c[nH]c2c1	8	0.9	-0.1	-5	-2	-3	5	-4	99	-1
O=C(COC(=O)CNC(=O)c1cccc([N+](=O)[O-])c1)Nc1ccccc1OC(F)F	-12	-0.2	1.7	2	1	-3	13	1	102	1
N#Cc1c(N)nc2c(c1N)CC(C(F)(F)F)O2 (configuration not stated)	-2	0.0	-2.4	-1	0	-6	6	3	98	4
CC(O)c1nc2ccccc2n1CCCc1ccccc1 (configuration not stated)	6	-0.1	-1.1	-2	4	-2	-2	-6	87	-1
COc1ccccc1NC1=Nc2cccc3cccc1c23	5	-0.2	-1.3	4	-23	-6	10	·	90	1

Full records, quoted from the list. Screens in order: ABHD5-PLIN5 inh, aDG glyco act, MC4R barr agon, Vif imaging, Exocytosis inh, NOD2 RIPK2 PPI, MC4R antagonist, TLR9-MyD88 inh, ABCB6 inh MLPCN, N-glyco inh
Entry for N#Cc1c(N)nc2c(c1N)CC(C(F)(F)F)O2 (configuration not stated) : -2, 0.0, -2.4, -1, 0, -6, 6, 3, 98, 4
Entry for Cc1ccc2c(c1)C1CN(C)CCC1N2C(=O)COc1ccccc1F (configuration not stated) : -3, -0.1, -2.3, 3, ?, -13, 20, -17, 104, -1
Entry for Cc1ccc(CSCCNC(=O)c2cccc([N+](=O)[O-])c2)cc1 : 1, 0.2, -1.5, -3, 1, 8, 0, -15, 96, -1

Other compounds follow:
SMILES	ABHD5-PLIN5 inh	aDG glyco act	MC4R barr agon	Vif imaging	Exocytosis inh	NOD2 RIPK2 PPI	MC4R antagonist	TLR9-MyD88 inh	ABCB6 inh MLPCN	N-glyco inh
Cc1nc2sc(C(c3ccco3)N3CCN(c4ccccc4F)CC3)c(O)n2n1 (configuration not stated)	-3	-0.2	-0.4	8	0	-4	13	-13	98	-1
CC(Sc1ncnc2sc(-c3ccccc3)cc12)C(N)=O (configuration not stated)	5	-0.2	-0.8	-1	0	4	-2	-4	97	-6
CC(=O)C1=C(C)NC(SCC(=O)c2ccc(Cl)cc2)=C(C#N)C1CC(C)C (configuration not stated)	-10	-0.1	-1.2	-4	-4	3	7	0	100	2
N#C/C(=N\Nc1ccc(Cl)c(Cl)c1)C(=O)C1CC1	5	0.0	1.6	-18	18	-22	10	·	98	-5
O=c1cnnc(N/N=C/c2ccc3c(c2)OCO3)[nH]1	11	0.0	1.2	12	-2	-2	-5	-8	98	2
COc1cc(-c2ccc3oc(-c4ccsc4)cc3c2)cc(OC)c1OC	-3	0.6	6.1	-5	-2	0	0	4	95	2
CCc1ccc2[nH]c(=O)c(CN(CCN(C)C)C(=S)NCc3ccco3)cc2c1	-5	-0.1	-0.5	-6	1	-5	3	-3	105	0
O=S1(=O)CCOC[C@H](Cc2ccccc2)N1Cc1ccccc1F	-8	-0.1	-1.1	-4	1	2	6	5	101	-1
C=CCNC(=O)C1CCN(S(C)(=O)=O)CC1	1	-0.3	1.1	3	-1	7	9	-5	98	1
Cc1cc(C)cc(NC(=O)Nc2cnccn2)c1	-5	0.0	-3.4	-9	0	-2	-4	7	100	2
O=C(Nc1ccncc1)C1CCN(S(=O)(=O)c2ccccc2)CC1	0	0.7	-0.9	-6	-2	0	-1	-5	97	-2
COc1ccc(OC)c(CN(CCN2CCOCC2)C(=O)Nc2ccccc2)c1	0	0.0	-2.9	-1	0	4	2	12	102	2
O=C(NCc1ccccc1)C12CC3CC(CC(C3)C1)C2	-3	-0.1	-0.3	2	-2	9	0	-4	98	-2
CNC(=O)COC(=O)c1cccc(S(=O)(=O)N2CCN(c3ccc(F)cc3)CC2)c1	-5	0.0	-2.4	0	-2	6	3	7	99	-2
COCCNC(=O)CN(C(=O)CCC(=O)Nc1cc(C)on1)c1ccc(C)cc1C	-3	-0.1	0.3	1	1	3	-1	0	93	1
O=C(COC(=O)c1cc(S(=O)(=O)N2CCOCC2)ccc1Cl)NCc1ccc2c(c1)OCO2	6	-0.2	1.4	2	2	-2	6	2	98	0

Screening data as filed in PubChem.
